# EPAC2 ag: agonists of human EPAC2 (RAPGEF4); EPAC2 activation, biochemical qHTS; response scale: 100% = 6.5 mM cAMP response; Potency, µM (highest dose often 154 µM), without a hit: top-dose activation, most hits filed as activators; Q8WZA2; 0.079% of 360,000 active; further: nearly all actives have a fitted effect of over 50% in size
#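 Exchange assay: 100 nM EPAC2 with 250 nM Rap1B-BODIPY-GDP and 50 uM GDP. Fluorescence (ex 480/em 540 nm) read every 5 min for 30 min at room temperature. Data normalized to 6.5 mM cAMP as agonist control.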
# EPAC1 antag: EPAC1 (human) antagonism; EPAC1 GEF assay, Rap1b-BODIPY-GDP exchange fluorescence; Potency, µM (series often up to 115 µM), inactives show top-dose activity change, negative = inhibition, usual class: inhibitors; 0.14% of 360,000 active; AID 720709;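 further: plate controls were vehicle for no effect and positive control for full effect; nearly all actives have a fitted effect of over 50% in size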
# Target sequence (O95398 whole entry, looked up): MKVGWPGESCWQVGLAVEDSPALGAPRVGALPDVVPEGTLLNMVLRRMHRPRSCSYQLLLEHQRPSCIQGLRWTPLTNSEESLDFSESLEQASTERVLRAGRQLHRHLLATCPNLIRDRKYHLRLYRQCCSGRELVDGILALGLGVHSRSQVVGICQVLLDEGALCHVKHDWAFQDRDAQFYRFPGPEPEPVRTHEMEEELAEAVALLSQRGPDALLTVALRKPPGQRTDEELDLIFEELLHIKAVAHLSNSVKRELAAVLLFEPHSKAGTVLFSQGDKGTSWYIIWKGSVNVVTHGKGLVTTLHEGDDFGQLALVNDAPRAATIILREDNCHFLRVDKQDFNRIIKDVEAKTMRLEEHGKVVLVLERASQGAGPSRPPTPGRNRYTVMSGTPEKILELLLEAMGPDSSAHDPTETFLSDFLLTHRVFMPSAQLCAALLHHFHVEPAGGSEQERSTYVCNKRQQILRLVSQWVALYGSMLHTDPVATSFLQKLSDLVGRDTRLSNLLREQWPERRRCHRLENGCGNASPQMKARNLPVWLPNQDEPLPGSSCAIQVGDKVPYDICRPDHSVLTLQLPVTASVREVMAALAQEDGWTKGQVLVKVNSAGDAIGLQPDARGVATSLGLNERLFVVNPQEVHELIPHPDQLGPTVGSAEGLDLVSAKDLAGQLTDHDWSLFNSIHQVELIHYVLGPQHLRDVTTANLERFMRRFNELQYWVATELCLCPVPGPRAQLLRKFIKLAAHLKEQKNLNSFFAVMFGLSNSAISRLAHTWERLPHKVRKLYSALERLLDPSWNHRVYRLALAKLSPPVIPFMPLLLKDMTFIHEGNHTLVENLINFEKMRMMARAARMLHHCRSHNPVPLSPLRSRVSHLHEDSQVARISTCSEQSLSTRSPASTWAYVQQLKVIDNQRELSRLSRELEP
# PTHR1 agonist: PTHR1 (human) receptor agonism | Q03431 | HEK293 GP2 PTHR1 cells, GloSensor cAMP luminescence, 1 h | Potency, µM (doses to about 115 µM), for inactives: at the highest dose activation, hits mostly activators | 0.075% of 410,000 active | AID 743266; further: nearly all actives have a fitted effect of over 55% in size; some results filed as inactive show a strong effect at the top dose; inactives centre near -15; many of its hits are not listed in these tables
#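 HEK-293-derived GP2 cells expressing PTHR1 and a GloSensor cAMP reporter, 3,000/well, plated overnight, given luciferin plus IBMX (each 0.5 mM as added) for 1 h at 37 °C, then compound for 1 h at 37 °C. Luminescence was read after 15 min at room temperature.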
# FUS suppressor: rescues growth of FUS-expressing yeast | S. cerevisiae FUS-expressing, growth rescue, OD600, 24 h | Potency, µM (doses to about 76.6 µM), without a hit: at the top dose growth rescue (activation), usual class: activators | 0.24% of 390,000 active;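 further: plate controls were DMSO vehicle for no effect and reference control for full effect; nearly all actives have a fitted effect of over 55% in size; some results filed as inactive show a strong effect at the top dose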
#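 Restored growth of FUS-toxic S. cerevisiae, read as 600 nm absorbance after 24 h at 30C in galactose medium (starting OD 0.005). Controls CP55940 and DMSO.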
# EPAC2 antagonist: antagonists of human EPAC2; Q8WZA2; EPAC2 GEF exchange of Rap1B-BODIPY-GDP, fluorescence; Potency, µM (top dose mostly 114 µM), for the others: top-dose activity, negative = inhibition, usual class: inhibitors; 0.18% of 360,000 active; further: on the % scale 0 is the no-effect control and ±100 the full control effect; nearly all actives have a fitted effect of over 45% in size; many of its hits are not listed in these tables
# TDP-43 yeast inh: rescues yeast growth from TDP-43 toxicity; TDP-43 expressing yeast growth rescue, BacTiter-Glo, 24 h; Potency, µM (top dose mostly 46.1 µM), without a hit: at the top dose growth rescue (activation), actives largely listed as activators; 1.8% of 410,000 active; further: % of control where 0% means no effect; nearly all actives have a fitted effect of over 50% in size
#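 Yeast expressing TDP-43 (pregrown in raffinose, seeded at OD600=0.02 in galactose medium) exposed to compounds 24 hr at 30 deg C. Growth read by BacTiter-Glo luminescence; rescue of toxicity appears as increased signal.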
# EPAC1 agonist: activates human EPAC1 exchange factor; O95398; EPAC1 agonist qHTS, biochemical assay; response scale: 100% = response to 6.5 mM cAMP; Potency, µM (series often up to 154 µM), for inactives: top-dose activation, actives largely listed as activators; 0.073% of 360,000 active; further: nearly all actives have a fitted effect of over 60% in size
#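 Normalized to 6.5 mM cAMP, activity reflects EPAC1-catalysed release of BODIPY-GDP from Rap1B, followed kinetically over 30 min at 480 nm excitation, 540 nm emission. Reaction contained 100 nM EPAC1, 250 nM Rap1B-BODIPY-GDP, 50 uM GDP.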
# aSyn yeast inh: alpha-synuclein toxicity inhibition in yeast; Yeast expressing alpha-synuclein, growth rescue, BacTiter-Glo, 24 h; Potency, µM (highest dose often 46.1 µM), inactives show at the highest dose growth rescue (activation), actives largely listed as activators; 0.14% of 370,000 active; further: % of control where 0% means no effect; nearly all actives have a fitted effect of over 65% in size
#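 Readout is rescue of growth in alpha-synuclein-expressing yeast, so inhibitors of toxicity appear as activators. Growth after 24 hr at 30 deg C in galactose medium is quantified by luminescence.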
# The depositor's hits bear a star; i = inactive; ? = inconclusive; . = no result given; [ ] = dose if it differs, or a comment. The call rests on the fitted dose curve; in most records, active means well fitted curve in the direction sought with a large enough effect; inconclusive means small, poorly fitted or top-dose-only effect, or another doubt; inactive means no such curve, though single readings can be large; an effect the other way counts as inactive or inconclusive. Potency means the concentration at half of the fitted maximal effect. A portion of the library; rates above refer to the full screens.
SMILES,EPAC1 agonist,EPAC2 ag,FUS suppressor,EPAC1 antag,aSyn yeast inh,EPAC2 antagonist,PTHR1 agonist,TDP-43 yeast inh
COc1ccc(NC(=O)N(C)C[C@H]2OCCCC[C@@H](C)Oc3ccc(N(C)C)cc3C(=O)N([C@H](C)CO)C[C@@H]2C)cc1,5%,7%,33%,-3%,-1%,-15%,-21%,7%
Cc1n[nH]c(=O)nc1NCCN(C)C,-2%,-3%,20%,8%,-1%,13%,-24%,0%
Cc1ccc(-c2cc(C(=O)OCC(=O)N(C)C3CCS(=O)(=O)C3)c3ccccc3n2)o1 (centres undefined),7%,14%,20%,3%,-1%,11%,-10%,-3%
O=C(NCc1ccncc1)c1cccc(Cn2cc(Br)cn2)c1,-9%,11%,-2%,-2%,-20%,10%,-22%,2%
CN(C(=O)CSc1nnn(C)n1)c1ccccc1,-9%,0%,-20%,-8%,6%,6%,-26%,-3%
NS(=O)(=O)c1ccc(Nc2nc(-c3ccc(O)cc3)cs2)cc1,1%,13%,16%,-4%,0%,-3%,-26%,-22%
O=Cc1cccn1Cc1ccc(Cl)cc1Cl,9%,13%,12%,11%,2%,-4%,47%[57.5 µM],5%
COC(=O)c1ccc(C2C(Oc3ccc(OC)cc3)C(=O)N2CCc2ccc(F)cc2)cc1 (centres undefined),-4%,-4%,20%,5%,-3%,-2%,-12%[57.5 µM],-4%
COc1cc(C2CC(=O)Oc3cc(OC)c(OC)c(OC)c32)cc(OC)c1OC (centres undefined),-8%,13%,-4%,13%,7%,-13%,-16%,-5%
CCCCOc1ccc(C(=O)OCC(=O)Nc2cc(C)c(C)cc2[N+](=O)[O-])cc1,-3%,5%,-19%,-12%,-7%,-2%[57.1 µM],i,-19%
COc1ccc(C(=O)OCC[N+]2(C)CCOCC2)cc1,-14%,-2%,14%,15%,-25%,9%,-34%[inhibitor],-26%[1.82 µM]
CCOc1ccc(CNC(=O)CCCOc2cc(=O)n(C)c3ccccc23)cc1,-1%,6%,18%,-2%,7%,6%,-14%,12%
CCOC(=O)CN1C(=O)C(O)(c2c(C)[nH]c3ccccc23)c2ccccc21 (centres undefined),5%,2%,11%,8%,0%,-1%,i,6%
NS(=O)(=O)c1ccc(NC(=O)c2ccc3c(c2)OCO3)cc1,-5%,6%,-8%,-8%,-4%,2%,-12%,-2%
CCN(CC(=O)Nc1cc(Cl)cc(Cl)c1)CC(=O)NC1CCS(=O)(=O)C1 (centres undefined),-6%,0%,5%,2%,-7%,2%,-22%,-19%
COc1ccc(S(=O)(=O)Nc2ccc(-n3cccc3)cc2)cc1,-8%,21%,35%,-18%,?,-13%,2%,-13%[9.22 µM]
CCCc1nc2sc3c(c2c(=O)n1NC(=O)c1ccco1)CC(C)(C)OC3,2%,5%,1%,0%,9%,-18%,i,-14%
CCOC(=O)C(=O)N(C)c1c(CC)nc2c(OCc3ccccc3)cccn12,4%,6%,-9%,-11%,-8%,12%,-4%,20%
O=C1NC[C@@H](CCCCN2C[C@H](Cc3ccccc3)N(CCC3CCCCC3)C(=O)C2=O)N(CCc2ccccc2)C1=O,-6%,-8%,?,-3%,-13%,-13%,0%,-2%
COc1cc(/C=N/n2c(C3CCCCC3)n[nH]c2=S)cc(Br)c1O,-2%,-4%,-17%,8%,-10%,-8%,-5%,28%
Cn1c(CSCc2ccc(Cl)cc2Cl)n[nH]c1=S,2%,10%,-12%,-7%,1%,-14%,i,?
Cc1ccc(-n2nc(C(=O)N/N=C/c3cccc(C(F)(F)F)c3)c3ccccc3c2=O)cc1C,14%,2%,9%,11%,0%,15%,i,-14%
Cc1ccc(NC(=O)CN2C(=O)S/C(=C\c3cc(C)n(C)c3C)C2=O)cc1,18%,3%,?,8%,0%,9%,i,-2%
COc1cc(C2OC(c3cc(OC)c(OC)c(OC)c3)C(C)C2C)cc(OC)c1OC (centres undefined),-15%,9%,25%,-15%,-1%,?,-6%,-8%
O=C(NNc1ccc(C2CCCCC2)cc1)C(O)(c1ccccc1)c1cccs1 (centres undefined),11%,21%,23%,-9%,2%,-21%,i,?

# Part of the list above in order of molar mass, low to high:
SMILES,EPAC1 agonist,EPAC2 ag,FUS suppressor,EPAC1 antag,aSyn yeast inh,EPAC2 antagonist,PTHR1 agonist,TDP-43 yeast inh
CN(C(=O)CSc1nnn(C)n1)c1ccccc1,-9%,0%,-20%,-8%,6%,6%,-26%,-3%
NS(=O)(=O)c1ccc(NC(=O)c2ccc3c(c2)OCO3)cc1,-5%,6%,-8%,-8%,-4%,2%,-12%,-2%
COc1ccc(S(=O)(=O)Nc2ccc(-n3cccc3)cc2)cc1,-8%,21%,35%,-18%,?,-13%,2%,-13%[9.22 µM]
NS(=O)(=O)c1ccc(Nc2nc(-c3ccc(O)cc3)cs2)cc1,1%,13%,16%,-4%,0%,-3%,-26%,-22%
CCOC(=O)CN1C(=O)C(O)(c2c(C)[nH]c3ccccc23)c2ccccc21 (centres undefined),5%,2%,11%,8%,0%,-1%,i,6%
O=C(NCc1ccncc1)c1cccc(Cn2cc(Br)cn2)c1,-9%,11%,-2%,-2%,-20%,10%,-22%,2%
Cc1ccc(NC(=O)CN2C(=O)S/C(=C\c3cc(C)n(C)c3C)C2=O)cc1,18%,3%,?,8%,0%,9%,i,-2%
CCCCOc1ccc(C(=O)OCC(=O)Nc2cc(C)c(C)cc2[N+](=O)[O-])cc1,-3%,5%,-19%,-12%,-7%,-2%[57.1 µM],i,-19%
O=C(NNc1ccc(C2CCCCC2)cc1)C(O)(c1ccccc1)c1cccs1 (centres undefined),11%,21%,23%,-9%,2%,-21%,i,?
COC(=O)c1ccc(C2C(Oc3ccc(OC)cc3)C(=O)N2CCc2ccc(F)cc2)cc1 (centres undefined),-4%,-4%,20%,5%,-3%,-2%,-12%[57.5 µM],-4%
Cc1ccc(-n2nc(C(=O)N/N=C/c3cccc(C(F)(F)F)c3)c3ccccc3c2=O)cc1C,14%,2%,9%,11%,0%,15%,i,-14%
COc1ccc(NC(=O)N(C)C[C@H]2OCCCC[C@@H](C)Oc3ccc(N(C)C)cc3C(=O)N([C@H](C)CO)C[C@@H]2C)cc1,5%,7%,33%,-3%,-1%,-15%,-21%,7%
O=C1NC[C@@H](CCCCN2C[C@H](Cc3ccccc3)N(CCC3CCCCC3)C(=O)C2=O)N(CCc2ccccc2)C1=O,-6%,-8%,?,-3%,-13%,-13%,0%,-2%

# Later entries
SMILES,EPAC1 agonist,EPAC2 ag,FUS suppressor,EPAC1 antag,aSyn yeast inh,EPAC2 antagonist,PTHR1 agonist,TDP-43 yeast inh
Cc1ccc(Nc2nnns2)cc1C,7%,11%,1%,1%,-13%,-3%,-10%[57.5 µM],?
CC(NC(=O)c1ccc(C(C)(C)C)cc1)C(c1cccs1)N1CCOCC1 (centres undefined),2%,10%,26%,-8%,-2%,-9%,i,5%
CCN1CC2([N+](=O)[O-])C=CC(=O)C([N+](=O)[O-])(C1)C2CC(=O)c1ccccc1 (centres undefined),-9%,-1%,26%,-2%,-7%,10%,-2%,?
O=C(COC(=O)Cc1ccc(Cl)cc1Cl)Nc1ccc(OC(F)F)cc1,0%,7%,.,-11%,13%,-7%,i,3%
COc1ccc(C(=O)N2CCc3c([nH]c4ccccc34)C2C(F)(F)F)cc1 (centres undefined),5%,9%,-1%,-10%,9%,-13%,-37%[inhibitor],?
Cn1nnnc1SC(C(=O)Nc1cccc(C(F)(F)F)c1)c1ccccc1 (centres undefined),6%,-1%,.,-26%,1%,-30%,i,-15%
Nc1nn(-c2ccccc2)nc1C(=O)OCc1ccccc1Br,.,.,-15%,.,-3%,.,-7%,5%
O=C(O)CCc1nn2c3ccccc3nc2n(-c2ccccc2)c1=O,-2%,2%,20%,15%,0%,1%,-8%[57.5 µM],-10%
Cc1cc(SCC(=O)c2ccccc2)nc(SCC(=O)c2ccccc2)n1,14%,10%,20%,0%,-8%,-5%,-25%,14%
Cc1c(CCC(=O)O)c(=O)oc2c(C)c(OCc3ccccc3Cl)ccc12,10%,30%,8%,?,13%,-7%,i,0%
Cc1nc(NC(=O)CSc2nnc(C3CC3)n2C)sc1C,-5%,2%,-17%,0%,5%,16%,-33%,-13%
O=C(NCc1ccccn1)c1cc(-c2ccc(Br)cc2)nc2ccccc12,-8%,-18%,.,-11%,-8%,-4%,-2%,?
Cc1cc(NC(=O)COC(=O)[C@@H](NS(=O)(=O)c2ccccc2)C(C)C)no1,14%,4%,-22%,7%,7%,-1%,-4%,19%
Cc1c(/C(O)=C2\C(=O)C(=O)N(CCN(C)C)C2c2cccnc2)cnn1-c1ccccc1 (centres undefined),0%,-1%,13%,5%,1%,-7%,i,8%
CCOc1ncccc1-c1nc(-c2cccs2)no1,5%,15%,-11%,3%,0%,-13%,i,-1%
CCN(CC)S(=O)(=O)c1ccc(Cl)nc1,-1%,2%,-6%,3%,0%,1%,-26%,0%
CC(C)c1ccc(C(=O)N2CCCCC2c2cc(C(=O)Nc3ccncc3)no2)cc1 (centres undefined),-15%,7%,0%,?,2%,-3%,-56%[inhibitor],0%
C=CCN1C(=O)C(=O)N(Cc2nc3ccccc3s2)C1=O,-4%,7%,11%,8%,4%,9%,i,-11%
CC(=O)c1sc2nc(-c3cccs3)cc(C(F)(F)F)c2c1N,4%,0%[15.6 µM],-14%,4%,-3%,55%[activator],i,-1%

# Exported with values under each structure: 2 of the compounds above.
# Values run as follows: EPAC1 agonist | EPAC2 ag | FUS suppressor | EPAC1 antag | aSyn yeast inh | EPAC2 antagonist | PTHR1 agonist | TDP-43 yeast inh
O=C(NCc1ccccn1)c1cc(-c2ccc(Br)cc2)nc2ccccc12
→ -8% | -18% | . | -11% | -8% | -4% | -2% | ?
Cc1cc(NC(=O)COC(=O)[C@@H](NS(=O)(=O)c2ccccc2)C(C)C)no1
→ 14% | 4% | -22% | 7% | 7% | -1% | -4% | 19%
